Screening results: PubChem BioAssay, several laboratories
PHOSPHO1 block: inhibitors of human PHOSPHO1 phosphatase; recombinant PHOSPHO1, absorbance phosphatase assay; hit rate 1.1% among 290,000; Q8TCT1; inhibition, % at 13.3 µM; in the data active means inhibition above about 60%
Target sequence (Q8TCT1 whole entry, looked up): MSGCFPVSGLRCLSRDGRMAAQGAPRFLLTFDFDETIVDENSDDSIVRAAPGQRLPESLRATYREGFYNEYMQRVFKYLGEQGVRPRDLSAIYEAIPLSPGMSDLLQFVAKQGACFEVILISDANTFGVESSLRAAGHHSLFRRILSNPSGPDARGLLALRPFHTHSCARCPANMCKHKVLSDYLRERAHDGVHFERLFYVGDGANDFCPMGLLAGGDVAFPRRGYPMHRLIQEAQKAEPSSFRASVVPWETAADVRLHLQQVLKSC
IMP-1 inh: inhibitors of Pseudomonas aeruginosa IMP-1 metallo-beta-lactamase; purified IMP-1, nitrocefin hydrolysis, epi-absorbance fluorescence; inhibition, % at 5.6 µM; hit rate 0.45% among 290,000;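 active means inhibition above the mean plus 3 SD of all compounds in the same screening run, cut at about 4.5% in these data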;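 further: 0% = IMP-1 with DMSO and 100% = DMSO wells lacking enzyme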
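assay system = purified recombinant IMP-1 metallo-beta-lactamase enzyme | schedule = 15 min preincubation plus 25 min reaction at 25 °C | signal = Epi-absorbance fluorescence, 480 nm excitation, 530 nm emission | read-out basis = percent inhibition from optical density relative to buffer-blank wells | controls = IMP-1 with DMSO as 0%, enzyme-free DMSO as 100%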
FID counter: counter-screen for HCV NS3 helicase inhibitors: DNA intercalator displacement | DNA fluorescent intercalator displacement, fluorescence | inhibition, % at 7.9 µM | hit rate 0.17% among 290,000; in the data active means inhibition above about 37%;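 further: 0% = vehicle and 100% = reference compound; higher means more ethidium bromide displaced from hairpin DNA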
UBC9 SUMO inh: SUMOylation inhibition. P63279. HTRF SUMOylation assay, SAE1/SAE2 + UBC9, in vitro. inhibition, % at 35 µM. hit rate 0.36% among 290,000; in the data active means inhibition above about 50%, passing the limit was not always enough; further: strong numbers were not always called active
Target sequence (P63279 whole entry, looked up): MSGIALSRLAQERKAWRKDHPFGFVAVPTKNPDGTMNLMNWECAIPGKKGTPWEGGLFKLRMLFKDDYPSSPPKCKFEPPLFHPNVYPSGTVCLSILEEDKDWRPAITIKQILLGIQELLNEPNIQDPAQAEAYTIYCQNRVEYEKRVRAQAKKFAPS
VIM-2 inh: blocks Pseudomonas aeruginosa VIM-2 metallo-beta-lactamase. inhibition, % at 5.6 µM. purified VIM-2, nitrocefin hydrolysis, epi-absorbance fluorescence. hit rate 0.89% among 290,000;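 active means inhibition above the mean of all tested compounds plus 3 SD, cutoff set per screening run, cut at about 7.5% in these data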;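 further: red hydrolysis product quenches plate fluorescence so inhibitors raise well fluorescence; 0% = enzyme with DMSO and 100% = DMSO without enzyme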
MEKK3 PB1 HTS: raises or lowers MEK5 binding to the human MEKK3 PB1 domain | hit rate 1.4% among 290,000 | Q99759 | binding response (% of control), % at 10 µM | bead-based flow cytometry, Alexa488-MEK5 binding to MEKK3; actives lie on both sides; 0 = blocked by unlabeled MEK5, 100 = vehicle | AID 1529;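 active means binding response more than 3 SD above or below the average of its plate-row segment, actives on both sides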;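 further: Alexa488 bead fluorescence after subtracting the streptavidin-only scavenger bead signal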
Target sequence (Q99759 whole entry, looked up, the tested form may be a part): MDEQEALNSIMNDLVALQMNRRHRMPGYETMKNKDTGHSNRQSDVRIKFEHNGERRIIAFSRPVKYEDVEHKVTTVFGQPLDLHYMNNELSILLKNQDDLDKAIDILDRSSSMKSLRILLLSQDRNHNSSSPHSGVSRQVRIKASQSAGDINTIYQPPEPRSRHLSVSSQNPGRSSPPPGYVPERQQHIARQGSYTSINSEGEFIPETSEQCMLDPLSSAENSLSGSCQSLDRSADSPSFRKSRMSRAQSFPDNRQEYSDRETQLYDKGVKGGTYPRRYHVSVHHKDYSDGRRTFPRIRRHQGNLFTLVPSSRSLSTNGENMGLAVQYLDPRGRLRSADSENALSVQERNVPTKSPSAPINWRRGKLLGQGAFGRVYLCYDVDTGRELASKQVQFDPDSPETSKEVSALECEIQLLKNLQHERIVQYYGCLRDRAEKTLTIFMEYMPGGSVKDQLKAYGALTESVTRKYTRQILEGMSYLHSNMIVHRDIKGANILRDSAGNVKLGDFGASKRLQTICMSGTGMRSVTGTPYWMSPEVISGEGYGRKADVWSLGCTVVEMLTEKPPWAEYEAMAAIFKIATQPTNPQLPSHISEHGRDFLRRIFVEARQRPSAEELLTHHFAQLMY
pCIP destab: p/CIP protein destabilization. Q05BA5. F442A p/CIP-EGFP cells, EGFP fluorescence, 16 h. decrease of EGFP signal, % at 10 µM. hit rate 0.01% among 290,000. AID 1984;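 active means EGFP signal decrease of at least 30% at 10 µM or well 3 SD below plate mean, unless failing retest; inactive means the rest, including hits failing retest or dose response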; further: some compounds called inactive have numbers as strong as hits; many of its hits are not listed in these tables
IDE act: activators of human insulin-degrading enzyme in cells | activation, % at 5.96 µM | HEK cells, FAbeta-B cleavage, fluorescence polarization; 0% vehicle, 100% cell-free pure enzyme wells | P14735 | hit rate 0.073% among 340,000;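 active means activation above the mean of all tested compounds plus 3 SD, set per screening campaign, cut at about 17% in these data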
HCV NS3 hel inh: HCV NS3 helicase inhibition; NS3 helicase DNA unwinding, Cy5 molecular beacon fluorescence; AID 1800; hit rate 0.56% among 290,000; inhibition, % at 10.9 µM;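 active means inhibition above the mean of all tested compounds plus 3 SD, set per campaign, cut at about 35% in these data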;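 further: 0% = DMSO wells and 100% = thioflavine S control wells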
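Assay system – hepatitis C virus NS3 helicase domain fragment enzyme · Buffer or medium – MOPS pH 6.5, MgCl2, DTT, Tween20, BSA · Reagent – Cy5/quencher beacon DNA duplex and ATP to start · Compound – single 10.9 µM dose · Timing – 1 h at 25 °C · Technique – Cy5 beacon fluorescence read at start and 1 h · Measure – % inhibition of unwinding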
* hit, by the source's call; . = not tested or not shown; [ ] = another dose, or the depositor's remark. Only part of the results is shown. The share of hits here may be higher or lower than overall.

SMILES	PHOSPHO1 block	IMP-1 inh	FID counter	UBC9 SUMO inh	VIM-2 inh	MEKK3 PB1 HTS	pCIP destab	IDE act	HCV NS3 hel inh
NC(=O)c1ccc(NC(=O)C2CCCC2)cc1	46	0.6	-1	7	-2.1	107	-8	5	-5
CC(=O)N1CCN(CC(=O)c2ccc(Br)cc2)CC1	-12	-3.2	2	-3	-1.4	98	5	0	-5
CC(=O)Nc1ccc(N(C)S(C)(=O)=O)cc1	22	0.0	-1	-5	-0.5	103	0	0	1
Cc1cccc(CSC2=NCCN2C(=O)c2ccc(S(=O)(=O)N(C)C)cc2)c1	20	-0.9	-14	7	1.8	102	-5	-4	-5
COc1cccc(S(=O)(=O)NCc2ccc(C(=O)NCc3ccccn3)cc2)c1	47	-3.1	-25	1	-3.6	102	-3	4	0
CC(C)c1ccc(OCC(=O)NNC(=S)NC(=O)c2ccco2)c(Br)c1	-93	-1.8	-29	-45	-5.1	105	-1	-4	24
Cc1cccc(NC(=O)c2ccc([N+](=O)[O-])s2)n1	-18	0.1	9	7	0.5	97	-10	3	0
Cc1ccc(-c2nnn(CC(=O)N(CC3CCCO3)C(C(=O)NC3CCCCC3)c3ccc(F)cc3)n2)o1 (configuration not stated)	2	1.6	-12	16	-1.4	98	1	5	6
O=C1C2C3C=CC(C3)C2C(=O)N1c1ccc2ccccc2c1 (configuration not stated)	58	-3.5	-10	-9	-0.7	114	-8	2	-3
O=C(COc1ccc2c(-c3ccccc3)cc(=O)oc2c1)NCc1ccccn1	23	-2.0	-36	-4	-0.8	101	2	-9	-6
COCCCC1CCN(Cc2nc(-c3ccccc3)no2)CC1	26	-0.5	-21	6	-0.5	112	-12	1	5
CN1C(CC(=O)Nc2ccc(Br)cc2)c2ccccc2CC1(C)C (configuration not stated)	-3	-1.2	25	0	-2.4	102	-23	4	-37
O=C(CCN1C(=O)/C(=C/c2ccccc2F)SC1=S)NCCCN1CCOCC1	-14	3.1	7	-1	-0.4	103	-21	2	-26
CC(C)(C)n1nnnc1C(c1cccc(C#N)c1)N1CCCc2ccccc21 (configuration not stated)	18	-0.5	-1	24	-0.8	102	-11	3	-4
COc1ccccc1C1=NOC(Cn2c(NCCCO)nc3c2c(=O)n(C)c(=O)n3C)C1 (configuration not stated)	32	-3.1	-9	2	-0.1	105	-17	-6	10
O=C(C1CCN(S(=O)(=O)N2CCC3(CC2)OCCO3)CC1)N1CCOCC1	0	-2.9	1	-7	-0.1	99	-8	3	-6
CC(=O)Nc1ccc(SCC(=O)Nc2ccccc2Oc2ccccc2)cc1	-2	-1.2	-15	5	-0.1	92	22	3	-16
Cc1ccc(C(=O)COc2ccccc2-c2ccccc2)cc1	-9	-1.1	-5	-1	0.7	101	-3	-3	-10
CN(C)/C=N/c1nc(-c2ccc3ccccc3c2)cs1	11	-0.4	-26	-2	-0.8	101	2	0	-20
CN1CCN(Cc2cc(COCc3ccccc3)c3cccnc3c2O)CC1	43	-2.4	-1	-31	12*	95	-8	5	-22
O=[N+]([O-])c1cccc(NC(=S)N2CCCC2)c1	23	-0.3	-5	3	-0.6	101	-22	6	1
Cc1ccc(C)c(NC(=O)C2CC(O)CN2C(=O)OC(C)(C)C)c1 (configuration not stated)	-28	-2.2	-2	13	-1.6	98	12	-1	-1
CSCc1ccc(C(=O)NCc2ccccc2)cc1	-1	-2.1	-15	3	-0.8	98	0	-2	4
Cc1ccc(NC(=O)CSc2nnc(Cn3c(=O)sc4ccccc43)n2C)cc1	-7	-1.2	-13	-2	-2.1	98	-4	5	6

A section from the list above, for reference:
SMILES	PHOSPHO1 block	IMP-1 inh	FID counter	UBC9 SUMO inh	VIM-2 inh	MEKK3 PB1 HTS	pCIP destab	IDE act	HCV NS3 hel inh
O=[N+]([O-])c1cccc(NC(=S)N2CCCC2)c1	23	-0.3	-5	3	-0.6	101	-22	6	1
Cc1ccc(C)c(NC(=O)C2CC(O)CN2C(=O)OC(C)(C)C)c1 (configuration not stated)	-28	-2.2	-2	13	-1.6	98	12	-1	-1
CSCc1ccc(C(=O)NCc2ccccc2)cc1	-1	-2.1	-15	3	-0.8	98	0	-2	4
Cc1ccc(NC(=O)CSc2nnc(Cn3c(=O)sc4ccccc43)n2C)cc1	-7	-1.2	-13	-2	-2.1	98	-4	5	6

More structures:
SMILES	PHOSPHO1 block	IMP-1 inh	FID counter	UBC9 SUMO inh	VIM-2 inh	MEKK3 PB1 HTS	pCIP destab	IDE act	HCV NS3 hel inh
C=CCN(c1ccccc1)S(=O)(=O)c1cc2c(cc1C)N(C)CCO2	18	-2.3	-31	5	-1.9	101	0	0	-15
OC1CCCN(c2c3c(nc4cc(-c5cccc(Cl)c5)nn24)CCC3)C1 (configuration not stated)	-21	-4.3	-9	-7	1.2	101	0	-1	-10
COc1ccc(-n2nnc3c(=O)n(CC(=O)Nc4cc(C)on4)cnc32)cc1	-3	-2.0	-2	6	-0.2	106	-18	6	-9
Cc1cccn2c(=O)c3cc(S(=O)(=O)c4ccc(F)cc4)c(=N)n(Cc4ccco4)c3nc12	-4	-0.8	-7	73	1.6	99	4	3	10
O=C(N/N=C\c1ccc(CNS(=O)(=O)c2ccccc2)o1)C(=O)Nc1ccc(F)cc1	-57	-1.8	-4	6	-0.4	89	-3	4	-1
COc1ccc(N2CCN(c3cc(C)c4cccc(C)c4n3)CC2)cc1	1	-1.4	2	6	0.9	67*[inhibitor]	-1	0	3
Cc1c(-c2ccccc2)sc2nc[nH]c(=S)c12	24	-3.7	5	15	-1.7	103	2	-7	4
COc1ccc(OC)c(NC(=O)CSc2ccc3nnc(-c4ccccn4)n3n2)c1	33	-1.8	-15	12	-0.8	97	-5	0	-1
O=[N+]([O-])c1ccc(Cl)cc1N1CCOCC1	15	-2.9	0	17	-1.7	100	-12	3	22
COc1ccc(-c2cc3n(n2)CCc2nc4ccccc4n2-3)cc1	-10	-3.1	-34	5	-3.2	95	-8	0	-11
CN(/N=C/c1cc(Cl)ccc1O)C1=NS(=O)(=O)c2ccccc21	18	0.0	-10	13	10*	107	-14	5	4
CCOCCCNC(C(=O)Nc1ccc(OC)c(Cl)c1)c1ccccc1 (configuration not stated)	16	-2.9	-12	26	0.4	104	-6	5	-3
CC(=O)N(Cc1ccc(F)cc1)C1=C(NCc2ccccc2)C(=O)c2ccccc2C1=O	11	-1.7	-4	20	-3.3	.	6	6	-7
S=C(NCCc1ccc(Cl)cc1)NCc1ccco1	-40	-3.6	-6	14	-2.6	106	-8	7	0
C/C=C(\C)C(=O)NCCN1C2=NC[C@@H](Cc3ccccc3)N2C[C@H]1Cc1ccc(O)cc1	35	-1.7	6	-8	-2.9	96	9	3	-6
O=C(CN1CCCC1)Nc1ccc(Oc2ccc(NC(=O)CN3CCCC3)cc2)cc1	4	-3.7	25	1	-2.9	1.0*[inhibitor]	-10	-2	-9
Cc1nc2ccc(Br)cc2c2c1CC(CBr)O2 (configuration not stated)	19	-2.6	-2	-6	1.7	97	5	1	-17
COc1cc(NC(=O)C2CCN(S(=O)(=O)c3ccc(N4CCCC4=O)cc3)CC2)cc(OC)c1	37	-3.0	-44	-3	-1.0	104	4	5	-4
O=C(c1cc(F)c(F)cc1Cl)N1CCN(CCc2ccccc2)CC1	20	-2.4	-31	10	-0.7	104	0	2	4
O=C(c1cc2ccccc2o1)N1CC=C(c2ccccc2)CC1	43	-1.5	-15	7	0.2	104	-14	-6	-11
Cc1cc(OC(=O)c2ccc(Cl)cc2Cl)nc(C)n1	-18	-3.0	0	5	-2.1	105	7	1	1
COc1cccc(CC(=O)Nc2cccc3ccccc23)c1	15	-2.6	-11	-6	-2.1	101	-18	4	-5
CCN(CC)CCNC(=O)c1c(O)c2cc(OC)c(OC)cc2[nH]c1=O	-8	-3.3	15	12	-1.9	.	2	4	2
CCOc1ccc(-n2nc(C(=O)NCCOC)c3ccccc3c2=O)cc1	-1	-2.2	-16	18	-0.7	97	-6	-4	-9
CC(C)C(=O)Nc1csc(C(F)(F)F)c1-c1ccccc1	30	-0.8	-6	-1	-2.8	91	-13	6	-3
O=C(Nc1ccccc1Cl)NC1(C(=O)NCC2CCCO2)CCCCC1 (configuration not stated)	18	-2.4	-8	-7	-2.4	98	10	0	8
CCOC(=O)C(CC)(CC)/C(C)=N/NC(=O)CC#N	2	-3.0	-14	24	-5.6	103	-11	-3	-2
CC(Oc1ccc2c3c(c(=O)oc2c1)CCCC3)C(=O)NCCCn1ccnc1 (configuration not stated)	20	-3.8	13	4	23*	99	-5	-6	1
CCOC(=O)CCCc1ccc(/C(C)=N/NC(=S)NC)cc1	22	-4.4	-15	-22	-3.5	101	5	5	-3
CCOC(=O)N1CCN(Cc2nc3c(c(=O)n(C)c(=O)n3C)n2Cc2cccc(C)c2)CC1	17	-3.4	-48	1	-1.2	92	-2	-1	2
COc1ccc(C(=O)COC(=O)c2cccnc2SC)cc1	1	-1.6	-2	-3	-2.1	102	0	2	-7
CC1(C)Oc2ccc(C(=O)N/N=C/c3ccc(O)cc3)cc2NC1=O	31	-1.3	-15	16	-2.7	104	-10	3	-5
Cc1cc(F)ccc1NC(=O)C1CCCO1 (configuration not stated)	30	-1.7	-1	-2	-0.7	100	1	8	-4
N#Cc1cc(NC2CCCC2)c([N+](=O)[O-])cc1C#N	-22	-2.3	0	1	-2.7	96	-20	1	-5
COc1cc(/C=N/NC(=O)COc2ccc(-n3cnnn3)cc2)ccc1OCC(N)=O	37	-3.2	-13	-8	-2.1	101	-8	4	5
CCc1cc2c(=O)n(-c3ccccc3)c(SCC(N)=O)nc2s1	35	0.9	-11	11	2.8	106	-1	-2	-1
C/C(=N\NC(=O)CC#N)c1ccc(Oc2ccccc2)cc1	28	-4.1	-4	7	-1.8	97	-12	1	-5
O=C(CN1C(=O)CCSc2ccc(S(=O)(=O)N3CCOCC3)cc21)Nc1ccccc1Cl	53	-1.6	-49	11	-0.7	94	5	5	9
CSc1cc(-c2ccncc2)nc(-c2ccc(Cl)cc2)c1	44	-3.6	-17	10	-2.2	107	-6	3	-7
CC(C)N(Cc1ccccc1)S(=O)(=O)c1cccs1	16	-1.9	-13	1	-0.3	109	-10	2	-7
Cc1ccc(C(=O)O/N=C/c2ccc(N(C)C)cc2)cc1	46	-1.7	-3	7	-2.7	106	2	3	-7
CCCCN(C(=O)CNC(=O)c1ccco1)C(C(=O)NC1CCCCC1)c1ccc(OC)cc1OC (configuration not stated)	2	-3.6	-9	-23	-0.8	96	-5	1	-2
Cc1ccc(C(=O)Nc2nc(-c3cc(Cl)sc3Cl)cs2)cc1	5	-2.1	2	11	-2.8	99	2	0	5
Cc1oc(-c2ccc(Cl)cc2)cc1C(=O)NC1CCN(Cc2ccccc2)CC1	32	-2.0	6	-11	-0.7	107	-22	.	-32
COc1cccc(/C=N/N2CCN(c3ccccc3OC)CC2)c1	4	-1.7	-1	2	-2.8	106	-3	-5	3
CCn1c(SCC(=O)N2CCCCCC2)nc2c(c1=O)SCC2	17	-1.8	-24	-7	-1.3	101	-2	4	4
O=C(N/N=C1\CCCc2ccccc21)c1ccccc1Cl	32	-1.7	-2	10	-4.8	105	-1	-1	0
